NTR1 ag: agonists of NTR1, primary screen, imaging, U2OS cells, beta-arrestin-GFP, high content (AID 493036). Neurotensin receptor type 1 (Homo sapiens), P30989. NTR1-U2OS beta-arrestin-GFP spot imaging, agonist mode. 330,000 compounds, 0.17% hits. activation, % at 20 µM;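 active = activation at or above 40% of the spot to cytoplasm intensity ratio, with at least 20 cells analyzed; inconclusive = wells under 20 cells, flagged as cytotoxic or low count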;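 note: 0% = DMSO without peptide and 100% = 100 nM NTR1 peptide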
Target sequence (P30989 whole entry, looked up): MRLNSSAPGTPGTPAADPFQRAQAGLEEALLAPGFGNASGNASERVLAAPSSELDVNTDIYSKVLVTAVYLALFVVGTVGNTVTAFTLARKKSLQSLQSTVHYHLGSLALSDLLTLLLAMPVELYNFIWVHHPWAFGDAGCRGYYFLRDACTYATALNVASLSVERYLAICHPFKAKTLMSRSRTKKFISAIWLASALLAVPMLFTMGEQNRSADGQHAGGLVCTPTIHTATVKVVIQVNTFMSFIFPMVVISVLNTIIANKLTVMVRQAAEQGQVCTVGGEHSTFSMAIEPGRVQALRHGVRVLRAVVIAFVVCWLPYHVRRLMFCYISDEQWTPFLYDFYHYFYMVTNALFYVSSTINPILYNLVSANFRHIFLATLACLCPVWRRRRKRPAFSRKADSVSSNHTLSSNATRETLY
AID2073: inhibitors of Mint1-CaV2.2 protein interaction, biochemical, HTRF (AID 2073) | Voltage-dependent N-type calcium channel subunit alpha-1B (Homo sapiens) | HTRF protein-protein interaction, Mint1-CaV2.2; higher % means a stronger effect | inhibition, % at 20 µM; hits with a dose series show IC50 in µM | 290,000 compounds, 0.19% hits; in the data active = inhibition mostly above about 51%, no sharp cut-off; inconclusive = no clear call, values can overlap the other calls; inactive = mostly below about 53%; note: some results filed as inactive read as strong as hits
MgcRacGAP inhibition: MgcRacGAP GTPase-activating activity inhibitors, confirmation, biochemical, ADP Hunter fluorescence. Rac GTPase-activating protein 1 (Homo sapiens). MgcRacGAP-stimulated Rac1 GTP hydrolysis, ADP Hunter fluorescence; higher % means a stronger effect; GST-tagged Rac1 F28L mutant substrate. inhibition, % at 30 µM, or IC50 in µM where a hit was titrated. 340,000 compounds, 0.6% hits. AID 624330, 2012;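 active = first-screen hits whose inhibition reached a set limit at any dose in the follow-up dose series; inconclusive = inhibition above the set first-screen limit but never retested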;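 note: fluorescence reports GDP produced by GAP-driven GTP hydrolysis; strong numbers were not always called active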
SV40 large T antigen: SV40 large T antigen inhibitors, biochemical (AID 1903); SV40 large T antigen ATPase/helicase inhibition assay; higher % means a stronger effect; inhibition, % at 20 µM, or IC50 in µM where a hit was titrated; 310,000 compounds, 0.39% hits; in the data active = a potency from the dose series; inconclusive = inhibition mostly from about 32% at the one dose, without a potency; inactive = the rest, 99 in 100 with inhibition below about 32%; note: strong numbers were not always called active
Dengue-2 NS5 capping: Dengue-2 NS5 methyltransferase inhibitors, primary screen, biochemical, confirmation dose response (AID 588689) | 340,000 compounds, 0.3% hits | one-dose inhibition, % at 25 µM; IC50 in µM for titrated hits | Genome polyprotein (Dengue virus type 2 (strain 16681-PDK53)) | Dengue-2 NS5 methyltransferase capping enzyme assay, biochemical; higher % means a stronger effect; in the data active = a potency from the dose series; inconclusive = inhibition above about 29% without an active follow-up result
Yfh1-off respiration: enhancers of respiration in Yfh1-depleted yeast, dose response, Friedreich's ataxia, plus single-dose screen (AID 1465) | S. cerevisiae Yfh1-off respiration, WST-1 reduction, 72 h; higher fold induction means a stronger effect | one-dose fold induction at 50 µM; EC50 in µM for titrated hits | 220,000 compounds, 0.074% hits;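 active = fold induction of absorbance versus untreated yeast above a set limit, then at least 30% activation at any dose in follow-up; inconclusive = repeats straddling the limit, or above it without dose testing; inactive = fold induction below the set limit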;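 note: activators that raise dye reduction in frataxin-depleted yeast; strong numbers were not always called active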
GPR55 activation: GPR55 agonists via beta-arrestin recruitment, primary screen, imaging, U2OS cells, beta-arrestin-GFP redistribution (AID 1961) | activation, % at 10 µM; hits with a dose series show EC50 in µM | 290,000 compounds, 0.048% hits | G-protein coupled receptor 55 (Homo sapiens) | U2OS GPR55 beta-arrestin-GFP redistribution imaging; higher % means a stronger effect;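 active = activation above 40% with more than 50 cells counted in the well; inconclusive = wells holding fewer than 50 cells, flagged as toxic or sparse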;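 note: U2OS osteosarcoma cells stably expressing GPR55 and beta-arrestin-GFP; plate controls were DMSO negative control for no effect and LPI positive control for full effect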
GPR55 LPI antagonism: GPR55 antagonists blocking LPI-driven arrestin recruitment, primary screen, imaging, U2OS, beta-arrestin-GFP, LPI agonist (AID 2013); G-protein coupled receptor 55 (Homo sapiens); U2OS GPR55 beta-arrestin-GFP translocation imaging, LPI antagonism; higher % means a stronger effect; one-dose inhibition, % at 10 µM; IC50 in µM for titrated hits; 290,000 compounds, 0.13% hits;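 active = spots per cell inhibited over 60%, with over 100 cells counted and total cytoplasm intensity under 500,000; inconclusive = wells with under 100 cells, flagged as likely toxic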;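 note: U2OS cells stably carrying GPR55 and arrestin-GFP stimulated by 5 µM LPI near EC80; imaged beta-arrestin-GFP aggregate spots per cell after agonist stimulation; plate controls were LPI-stimulated DMSO wells for no effect and DMSO wells without LPI for full effect; some results filed as inactive read as strong as hits; confirmed hits need IC50 under 10 µM and bright autofluorescent wells are also inconclusive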
GPR35 arrestin U2OS: GPR35 antagonists blocking zaprinast-driven arrestin recruitment, primary screen, imaging, U2OS, beta-arrestin-GFP, zaprinast agonist (AID 2058). U2OS GPR35 beta-arrestin-GFP translocation imaging, zaprinast antagonism; higher % means a stronger effect. inhibition, % at 10 µM, or IC50 in µM where a hit was titrated. 290,000 compounds, 0.052% hits;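 active = inhibition of at least 50% with at least 30 cells and total cytoplasm GFP at most 10,000,000; inconclusive = under 30 cells or total GFP of 10,000,000 plus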
NTR1 ag cell count 20 µM: also measured in NTR1 ag; calls as there; cell count; measured here: cell count, cytotoxicity flag
Numbers without * were called inactive; i = inactive; ? = inconclusive; . = not tested or not shown.

SMILES	NTR1 ag	NTR1 ag cell count 20 µM	AID2073	MgcRacGAP inhibition	SV40 large T antigen	Dengue-2 NS5 capping	Yfh1-off respiration	GPR55 activation	GPR55 LPI antagonism	GPR35 arrestin U2OS
Cc1ccc(COC(=O)CCCN=C2NS(=O)(=O)c3ccccc32)cc1	-0.5	57	.	7%	21%	1%	.	.	.	.
COc1cc(CNCCCN2CCOCC2)cc(Br)c1OCC(=O)N1CCCCC1	-1.1	63	-2%	10%	6%	-3%	i	0.2%	4%	-7%
NC(=O)CN(c1ccccc1)C1SC(=O)N(Cc2ccccc2)C1=O (stereo not drawn)	0.4	33	-7%	-4%	5%	-2%	i	0.2%	-3%	-10%
CCOC(=O)c1c(NC(=O)c2cccs2)sc2c1CCC2	4.2	47	19%	2%	.	-1%	i	-0.2%	0%	-2%
Cc1nn2c(N3CCN(c4ccccn4)CC3)cc(C(C)C)nc2c1-c1ccccc1	.	.	29%	7%	3%	-3%	i	0.0%	19%	1%
O=C(N/N=C/C(c1ccccc1)c1ccccc1)c1ccccc1F	1.5	79	-2%	5%	23%	-5%	i	-0.1%	-6%	-1%
CC(=O)c1ccc(OCC(O)CN2CCN(c3ccc(F)cc3)CC2)cc1 (stereo not drawn)	-0.1	84	-3%	5%	7%	1%	.	0.0%	8%	-8%
CCCCNC(=O)C1(NC(=O)Nc2ccccc2)CCCCC1	0.6	52	4%	3%	13%	-10%	i	-0.1%	-19%	-6%
CC(=O)NNc1ncnc2c1cnn2-c1ccc(C)c(Cl)c1	-0.6	49	4%	3%	3%	1%	i	0.0%	-6%	-3%
O=c1oc2ccccc2n1Cc1cccc(Cl)c1	2.2	48	9%	-1%	7%	-2%	i	0.2%	1%	8%
COc1cc2ccc(=O)oc2c(O)c1OCC=C(C)C	-0.6	50	-3%	6%	7%	6%	i	-0.2%	8%	12%
CC(c1nnc(SCC(=O)Nc2cccnc2Cl)n1-c1ccccc1)N(C)C (stereo not drawn)	0.4	71	-2%	7%	4%	-8%	i	-0.1%	1%	8%
CC1=C(C(=O)OC(C)(C)C)C(c2cccc3ccccc23)NC(=O)N1 (stereo not drawn)	2.3	49	6%	7%	-28%	-7%	.	-0.1%	9%	0%
CCC(CO)N=CC1=C(O)C(C(=O)c2ccccc2)CCC1=O (stereo not drawn)	-1.3	59	-12%	2%	8%	.	i	0.2%	7%	12%
CCCCn1c(CNC(=O)C23CC4CC(CC(C4)C2)C3)nnc1SC(C)CC (stereo not drawn)	8.0	47	-2%	4%	10%	-1%	i	-0.1%	33%	12%
CSCCC(NC(=O)c1ccccc1Br)C(=O)N1CCC(C)CC1 (stereo not drawn)	1.7	33	3%	2%	25%	-5%	i	0.2%	-12%	-11%
COc1ccc(NC(=O)COC(=O)c2cnccn2)cc1Cl	-2.8	62	1%	14%	8%	-10%	i	0.3%	1%	-4%
Cc1nn(CC(=O)NCCN2CCCCCC2)c(=O)c2nn(-c3ccccc3)c(C)c12	0.5	79	-11%	7%	4%	0%	.	-0.2%	7%	-10%
O=C(c1cc2nc(-c3ccco3)cc(C(F)(F)F)n2n1)N1CCN(Cc2ccccc2)CC1	4.2	53	23%	0%	-1%	0%	i	0.0%	-6%	0%
COC(=O)C1=C(O)/C(=C\c2cc(C)n(-c3ccccc3C)c2C)N=C1C	2.1	54	2%	13%	21%	26%	i	-0.1%	-1%	-8%

Reprinted at random: 6 records from the list
SMILES	NTR1 ag	NTR1 ag cell count 20 µM	AID2073	MgcRacGAP inhibition	SV40 large T antigen	Dengue-2 NS5 capping	Yfh1-off respiration	GPR55 activation	GPR55 LPI antagonism	GPR35 arrestin U2OS
Cc1nn2c(N3CCN(c4ccccn4)CC3)cc(C(C)C)nc2c1-c1ccccc1	.	.	29%	7%	3%	-3%	i	0.0%	19%	1%
O=C(N/N=C/C(c1ccccc1)c1ccccc1)c1ccccc1F	1.5	79	-2%	5%	23%	-5%	i	-0.1%	-6%	-1%
CC(c1nnc(SCC(=O)Nc2cccnc2Cl)n1-c1ccccc1)N(C)C (stereo not drawn)	0.4	71	-2%	7%	4%	-8%	i	-0.1%	1%	8%
COc1cc2ccc(=O)oc2c(O)c1OCC=C(C)C	-0.6	50	-3%	6%	7%	6%	i	-0.2%	8%	12%
CCCCNC(=O)C1(NC(=O)Nc2ccccc2)CCCCC1	0.6	52	4%	3%	13%	-10%	i	-0.1%	-19%	-6%
Cc1nn(CC(=O)NCCN2CCCCCC2)c(=O)c2nn(-c3ccccc3)c(C)c12	0.5	79	-11%	7%	4%	0%	.	-0.2%	7%	-10%

Next section.
SMILES	NTR1 ag	NTR1 ag cell count 20 µM	AID2073	MgcRacGAP inhibition	SV40 large T antigen	Dengue-2 NS5 capping	Yfh1-off respiration	GPR55 activation	GPR55 LPI antagonism	GPR35 arrestin U2OS
O=C(/C=C/c1ccccc1)NCCSCc1ccc(Cl)cc1	-1.3	62	2%	8%	-4%	-4%	i	-0.3%	-3%	21%
COc1nc(NC2CCCCC2)nc(N2CCCCCC2)n1	15	62	-5%	8%	7%	-1%	i	-0.3%	2%	-6%
Cc1cc(C)c(OCC(=O)OCC(=O)N2CCCc3ccccc32)c(C)c1	1.8	71	.	6%	15%	-5%	.	.	.	.
COc1cccc([C@@H]2Oc3ccc(OC)cc3C(=O)[C@H]2OC(=O)N[C@H](C)C2CCCCC2)c1	4.2	58	11%	.	8%	.	.	-0.3%	1%	1%
COC(=O)c1cc(CNC(=O)c2ccc(O)c(Cl)c2)ccc1OC	0.0	63	1%	3%	3%	3%	i	0.5%	-3%	3%
COc1cccc(C2CC(c3cccc(C)c3)n3ncnc3N2)c1 (stereo not drawn)	1.7	43	-2%	10%	8%	0%	i	0.2%	5%	-5%
CCOC(=O)C1CCN(C(=O)COC(=O)c2cccc(F)c2)CC1	-0.5	92	-2%	4%	7%	-4%	i	-0.3%	1%	13%
O=C(c1ccccc1F)N1CCN(C2CCC(c3ccccc3)CC2)CC1 (stereo not drawn)	0.4	44	-7%	23%	19%	1%	i	0.2%	6%	4%
CCCCC1(c2ccc(F)cc2)NC(=O)N(CC(=O)N2CCN(C(=O)c3ccco3)CC2)C1=O (stereo not drawn)	-0.6	54	6%	4%	12%	-3%	.	-0.1%	6%	-1%
Cc1c(C(c2cccc(Br)c2)c2c(C)n(C)n(-c3ccccc3)c2=O)c(=O)n(-c2ccccc2)n1C	1.7	68	8%	6%	15%	-3%	.	0.4%	8%	7%
O=C(NC1CCCC1)C(c1ccc(F)cc1)N(C(=O)c1csnn1)c1ccccc1 (stereo not drawn)	0.6	44	1%	4%	-3%	0%	.	-0.1%	8%	5%
O=[N+]([O-])c1ccc(/C=N/Nc2nc(N3CCCCC3)nc(N3CCCCC3)n2)cc1	4.4	38	12%	6%	-2%	-3%	i	-0.3%	6%	11%
COc1cccc(C(=O)C(C#N)=C(SC)SC)c1	9.6	55	-19%	?	?	12%	i	-0.1%	6%	4%
CC(=O)Nc1nc(CC(=O)c2ccccc2)cs1	2.3	43	5%	-4%	.	-3%	i	0.7%	5%	8%
Cc1nc(-c2ccc(S(=O)(=O)Nc3cccc(Cl)c3)cc2)co1	1.0	47	3%	-32%	16%	-3%	.	0.2%	-2%	1%
CCCn1c(CN2CCN(C(C)=O)CC2)nc2cc(S(=O)(=O)N(C)C)ccc21	-1.2	60	6%	1%	-6%	-4%	.	-0.2%	-8%	5%
COc1cccc(NC(=O)C(=O)NCc2ccncc2)c1	-0.7	84	2%	9%	8%	1%	i	-0.1%	-7%	15%
N#C/C(=C\c1ccc([N+](=O)[O-])o1)c1nc2ccccc2[nH]1	-4.1	73	14%	.	21%	.	i	-0.2%	28%	14%
c1ccc2c(N3CCCC3)nc(-c3ccncc3)nc2c1	0.2	55	13%	2%	5%	-6%	i	-0.1%	2%	5%
Cc1ccc(-n2nc3c(Cl)nnc(C)c3c2C)cc1	1.8	59	6%	3%	-1%	-7%	i	0.0%	7%	6%
COc1ccc(-c2nnc3sc(CCN4C(=O)c5ccccc5C4=O)nn23)cc1	-1.0	93	21%	11%	-1%	-7%	i	-0.2%	-2%	-4%
CN1CCN(C(=O)CCN2C(=O)c3ccccc3S2(=O)=O)CC1	-1.0	53	.	5%	4%	1%	.	.	.	.
NNC(=O)c1cc(Br)cs1	-0.8	65	0%	2%	0%	-3%	i	0.6%	11%	-15%
Nc1nccc(/C=C/c2ccc(Cl)cc2)n1	-1.3	53	-5%	5%	6%	0%	i	0.6%	3%	2%
Nc1nc(SCC(=O)N2CCc3ccccc3C2)[nH]c(=O)c1-c1ccccc1	-0.6	56	-14%	13%	0%	-7%	i	-0.1%	1%	16%
Cn1cccc1CC(=O)N/N=C/C=C/c1ccco1	1.2	38	50%	62%	15%	-1%	i	-0.2%	-8%	4%
CCOC(=O)C1=C(c2ccccc2)N=c2s/c(=C\c3cc(OC)c(OC)c(OC)c3)c(=O)n2C1c1cccs1 (stereo not drawn)	1.3	36	27%	3%	-1%	5%	i	-0.2%	7%	-6%
C(=Nc1ccc(N2CCOCC2)cc1)c1c[nH]c2ccccc12	-0.1	63	-46%	?	4.3µM*	2%	i	-0.3%	6%	5%
COCCOC(=O)c1c(C)oc2ccc(NS(=O)(=O)c3ccc(C)cc3)cc12	8.6	57	0%	4%	33%	-7%	i	-0.1%	13%	0%
C/C(=N\NC(=O)c1cccc([N+](=O)[O-])c1)c1cccnc1	-0.2	104	0%	7%	23%	-6%	.	0.4%	2%	2%
Cn1c(SCCC#N)nnc1-c1ccc(F)cc1	-0.4	55	2%	4%	15%	1%	i	-0.4%	4%	-22%
COc1ccc(C(=O)C2CCCN(C(=O)c3cccc(Cl)c3F)C2)cc1OC (stereo not drawn)	-0.5	66	-2%	10%	11%	-5%	.	-0.1%	11%	14%
